Source: PubChem BioAssay
RT RNaseH block – blocks HIV-1 RNase H cleavage of RNA/DNA duplex; hit rate 1.9% among 65,000; P04585; inhibition, % at 10 µM; RT-RNase H RNA/DNA duplex cleavage, fluorescence; in the data active = inhibition above about 50%
RmlCD inh mix – inhibitors of RmlC and RmlD coupled enzymes | hit rate 0.39% among 110,000 | inhibition, % at 5.5 µM | AID 1532 | RmlC/RmlD coupled enzyme inhibition, 384-well mixture HTS; in the data active = inhibition above about 30%, passing the limit was not always enough; also: strong numbers were not always called active
Active calls of the source: *; · = no result given; & = joins results of further samples. The list is partial (hit frequency here may not be typical).

SMILES	RT RNaseH block	RmlCD inh mix
Nc1nc(CSc2ncn(-c3ccccc3)n2)cs1	-19	-5
COC(=O)C1CN(C#N)N(c2ccc(Cl)cc2)C12c1ccccc1-c1ccccc12 (stereo unspecified)	·	-11
COc1cc(C(=O)N2CCN(c3ncnc4sc(C)c(C)c34)CC2)cc(OC)c1OC	4	48
O=C(NCC1CCCO1)C1CCN(C(=O)c2ccc(Cl)cc2)CC1 (stereo unspecified)	1	3
CCOC(=O)c1[nH]c2ccccc2c1NC(=O)C1CCCCC1	·	9
O=c1c(OC2OC(CO)C(O)C(O)C2OC2OC(CO)C(O)C(O)C2O)c(-c2ccc(O)cc2)oc2cc(O)cc(O)c12 (stereo unspecified)	·	7
CCCN(c1ccc(OCC)cc1)S(=O)(=O)c1ccc2c(c1)CCN2C(=O)CCC(=O)O	-6	-12
CCCCOC(=O)c1ccc(NC(=S)NC(=O)c2c(Cl)cnn2C)cc1	·	3
CN=C(C)c1c(O)c2ccccc2oc1=O	·	6
CCCCSc1nnc(-c2cc3c(C(F)(F)F)nn(C)c3s2)n1C	·	-48

Entries from the list above with an aryl thioether with sulfur outside any ring:
SMILES	RT RNaseH block	RmlCD inh mix
Nc1nc(CSc2ncn(-c3ccccc3)n2)cs1	-19	-5
CCCCSc1nnc(-c2cc3c(C(F)(F)F)nn(C)c3s2)n1C	·	-48

(listing goes on)
SMILES	RT RNaseH block	RmlCD inh mix
c1csc(C2=Nn3c(nnc3-c3ccncc3)SC2)c1	·	-13
CNC(=O)C1C2C=CC3(O2)C1C(=O)N(CCOC)C3C(=O)NCc1ccc(OC)cc1 (stereo unspecified)	-4	-12
CCCC(=O)Nc1ccccc1-c1nnn(CC(=O)Nc2ccc(OC)cc2)n1	-1	-9
Cc1c(C(=O)O)c(-c2ccccc2)nn1-c1ccccc1	-5	-13
CC(C)C(=O)NCCc1nc2ccccc2n1CCCOc1ccc(Cl)cc1	·	6
CCOC(=O)c1[nH]c(C)c(C(=O)OCC(=O)N2CCCCC2C)c1C (stereo unspecified)	-9	-13
CCSc1nnc(-c2sc3nnc(-c4ccccc4)c(-c4ccccc4)c3c2N)o1	·	-1
Cc1cccn2cc(CCNS(=O)(=O)c3ccc4c(c3)OCCO4)nc12	-15	15
Cc1cc(NC(=O)CSc2nnc(Cc3ccccc3)n2C)no1	·	-8
O=C(COC(=O)c1ccco1)Nc1ccc2c(c1)OCCO2	-8	6
N=c1c[n+](N2CCOCC2)[n-]o1	21	11&-11
CN1CCN(C(=O)c2cc3nc(-c4ccc(Cl)cc4)cc(C(F)(F)F)n3n2)CC1	3	21
Cc1cc(NC(=O)CSc2nnc(-c3ccncc3)n2N)ccc1Br	52*	-4
O=C(Nc1ccc(N2CCN(C(=O)c3ccc(Cl)cc3)CC2)cc1)c1ccc(Br)o1	20	-8
COc1cccc(NC(=O)CSc2nncn2N)c1	-1	5
O=C1c2ccccc2NC(c2ccc(F)cc2)N1Cc1ccco1 (stereo unspecified)	-3	7
CC12CCC(C(=O)Nc3ccc4c(c3)OCCO4)(OC1=O)C2(C)C (stereo unspecified)	6	-10
COc1ccc(C2NC(=O)NC(c3ccccc3)=C2c2nc3ccccc3s2)cc1 (stereo unspecified)	·	2
C/C(NC(=O)c1ccccc1)=C1/C(=O)CC2C1C2(C)C (stereo unspecified)	-7	3
COc1ccc(-n2nc(C(=O)Nc3ccc4c(c3)OCO4)c3c4ccccc4n(C)c3c2=O)cc1	28	-21
CN1C=CC=C/C1=C(\C#N)c1nc2ccccc2[nH]1	-1	15
COCCN(C(=O)Cn1nnc2ccccc21)C(C(=O)NC1CCCC1)c1cccc(OC)c1OC (stereo unspecified)	-2	12
COc1ccc(-n2cnc3c(cnn3CCC#N)c2=N)cc1	4	13
CCOc1cc2[nH]c(=O)n(CCC(=O)NCc3ccc(OC)cc3)c(=O)c2cc1OCC	·	1
CCc1ccc(C2CC(c3ccc(Cl)cc3)=NNC2=O)cc1 (stereo unspecified)	·	-6
COC(=O)CS(=O)(=O)c1cc(Br)cc2c1N(C(C)=O)CC2	-39	24
FC(F)(F)/C(=N\P(=S)(N1CCOCC1)N1CCOCC1)N1CCOCC1	-1	-10
CCOc1ccc(S(=O)(=O)NCCSc2ccccc2)cc1	·	-10
Cc1c(NC(=O)Nc2ccc(Cl)c(Cl)c2)c(=O)n(-c2ccccc2)n1C	-1	2
CC12CN3CC(c4ccccc4)(CN(C1)C31CCCCC1)C2=O	2	-12
CCOC(=O)N1CCC(NS(=O)(=O)c2cc3c(cc2Cl)NC(=O)CO3)CC1	6	3
CCC(=O)c1ccc(OCC(=O)Nc2nn3cnnc3s2)cc1	-7	-12
COC(=O)c1ccc(NC(=O)CN2C(=O)CCC2=O)cc1	-3	9
CCNC(=O)CCS(=O)(=O)c1ccc2ccccc2c1	·	-8
CCCc1nc2ccccc2c(C(=O)OCC(=O)NCc2ccco2)c1CC	·	5
CCOC(=O)c1c(-n2c(C)cc(C=O)c2C)sc2c1CCCC2	·	-3
CCCCCCC(=O)Nc1nc(C)c(-c2csc(Nc3cc(Cl)ccc3C)n2)s1	·	9
CN1CCc2c(sc3c2c(=O)n(-c2ccc(Cl)cc2)c2nncn32)C1	0	8
CCOC(=O)NC(C(F)(F)F)(C(F)(F)F)P(=O)(c1ccccc1)c1ccccc1	8	-11
COc1ccc2nc(NC(=O)CSc3nc4cccnc4n3C)sc2c1	17	-13
Cc1ccc(-n2ncc3c(=O)[nH]c(SC(C)C)nc32)cc1	-14	9
CCCCN(CCCC)S(=O)(=O)c1ccc(C(=O)Nc2nnc(CSC)o2)cc1	20	-19
COC(=O)C1(Cc2ccccc2)NC(c2ccc(F)cc2)C2C(=O)N(C)C(=O)C21 (stereo unspecified)	·	12
Cc1cccc2nc(C(F)(F)F)nc(=O)n12	1	-8
COc1ccc(S(=O)(=O)N(C)CC(=O)Nc2ccc3c(c2)OCCO3)cc1OC	5	-19
CCc1nc(N2CCN(C(=O)c3ccco3)CC2)c2c3c(sc2n1)CCCC3	·	-6
Cc1ccc(O)c(-c2cc(C(F)(F)C(F)F)[nH]n2)c1	10	0
COc1ccc(C(=O)Oc2c(CN3CCOCC3)cc(Cl)c3cccnc23)cc1	-10	9
CCO[C@@H]1OC(C(=O)N2CCN(C)CC2)=C[C@H](C(C)(C)C)[C@H]1CCCO	·	9
O=C(COc1ccc(Cl)cc1)OCC(=O)N1CCCC1	-3	3

An excerpt from above in order of length of the SMILES, descending:
SMILES	RT RNaseH block	RmlCD inh mix
COC(=O)C1(Cc2ccccc2)NC(c2ccc(F)cc2)C2C(=O)N(C)C(=O)C21 (stereo unspecified)	·	12
Cc1ccc(O)c(-c2cc(C(F)(F)C(F)F)[nH]n2)c1	10	0
O=C(COc1ccc(Cl)cc1)OCC(=O)N1CCCC1	-3	3

Other results
SMILES	RT RNaseH block	RmlCD inh mix
COc1cccc(C(=O)Nc2nnc(-c3ccc(F)cc3)o2)c1	7	8
CCCn1nc(Oc2nc(NCC)nc(NC(C)C)n2)ccc1=O	·	-13
CN(C)S(=O)(=O)c1ccc(C(=O)N(c2ccccn2)c2ccccn2)cc1	·	-5
Cc1cc2nnc(SCC(=O)N3C(C)CCCC3C)n2c(N)n1 (stereo unspecified)	6	-13
CCOc1ccc(=O)n(-c2ccccc2)n1	·	-10
COc1cc(NC(=O)Cn2nc(C(F)(F)F)c3c2CCCC3)cc(OC)c1OC	·	-10
COc1ccc(NC(=O)Cn2c(=O)n(Cc3ccco3)c(=O)c3ccccc32)cc1	·	-26
CC(C)(C)c1ccc(C(=O)N2CCN(c3nc4ccccc4o3)CC2)cc1	·	-3
COc1ccc(NC(=O)CSc2nc3c(c(=O)n2-c2ccc(F)cc2)SCC3)cc1	-2	15
Cc1cnc(-c2nnc(N(C)C(=O)c3cccnc3)s2)cn1	-11	-3
O=C(NC1CCCC1)C1CCC(=O)N1CCc1ccccc1 (stereo unspecified)	·	8
COC(=O)C1N[C@@H]([C@@H](NC(=O)COc2ccccc2)C(=O)NCc2ccccc2)SC1(C)C (stereo partly specified)	·	1
O=C1CSc2ccc(C(=O)N3CCN(c4ccccn4)CC3)cc2N1	6	4
Cc1ccc(/C=N\Nc2cn[nH]c(=O)c2Cl)cc1	·	-3
CCOC(=O)CSc1nnc(CSc2nc3ccccc3s2)n1C	-10	-11
c1ccc(-n2c(Sc3cnccn3)nnc2-c2cccs2)cc1	-21	8
COc1ccc(C2C(C(=O)NCCN(C)C)c3cc(OC)c(OC)cc3C(=O)N2C)cc1OC (stereo unspecified)	2	-9
COC(=O)C1=CN(C)C=C(C(=O)OC)C1c1ccc(Cl)cc1Cl	-2	-39
CC1=C(C(=O)N(C)C)C(c2cccc(Cl)c2)NC(=O)N1 (stereo unspecified)	-4	3
CCOC(=O)c1c(N)n[nH]c1-c1ccc(OC)cc1	-20	-5

A different layout for some results above:
Second line of a record – RT RNaseH block	RmlCD inh mix
- COc1ccc(C(=O)Oc2c(CN3CCOCC3)cc(Cl)c3cccnc23)cc1
→ -10	9
- CCO[C@@H]1OC(C(=O)N2CCN(C)CC2)=C[C@H](C(C)(C)C)[C@H]1CCCO
→ ·	9
- O=C(COc1ccc(Cl)cc1)OCC(=O)N1CCCC1
→ -3	3
- COc1cccc(C(=O)Nc2nnc(-c3ccc(F)cc3)o2)c1
→ 7	8
- CCCn1nc(Oc2nc(NCC)nc(NC(C)C)n2)ccc1=O
→ ·	-13
- CN(C)S(=O)(=O)c1ccc(C(=O)N(c2ccccn2)c2ccccn2)cc1
→ ·	-5

More results.
SMILES	RT RNaseH block	RmlCD inh mix
CCCCN(Cc1ccco1)C(=O)c1cc2c(=O)[nH]c3ccc(C)cc3c2s1	·	-11
COc1ccc(-n2nnnc2-c2cn(C)nc2C(F)(F)F)cc1	·	20
COc1cccc(N2C(=O)C3CCCN3C2c2ccc(Cl)cc2)c1 (stereo unspecified)	1	5
CCC(=O)Nc1cccc(-c2nnc(-c3cccc(NC(=O)CC)c3)o2)c1	·	-2
CCOC(=O)N1CCN(Cc2ccccc2Cl)CC1	-4	-8
COC(=O)c1ccc(CSc2nccn2C)cc1	-4	6
N#Cc1nc(-c2ccccc2F)oc1N1CCCC1	-53	41
N#C/C(=C\c1cc(Cl)cc(Cl)c1O)C(=O)NC1CCCCC1	·	-4
O=C(COc1ccc2c3c(c(=O)oc2c1)CCC3)NC1CCCCC1	-6	96
CCc1ccccc1-n1c(SCC(=O)N2CCCC2)nnc1-c1ccccn1	2	-8
COc1cc2c3c(c1)C1(C(=O)N3C(C)(C)C=C2C)C(C#N)=C(N)Oc2cc(O)ccc21 (stereo unspecified)	7	46
COc1ccc2[nH]c(C(=O)O)c(CCNC(C)=O)c2c1	-3	·
COc1cccc(OC)c1OCCNCC1COc2ccccc2O1 (stereo unspecified)	·	13
Cc1cccc(NC(=O)c2cnc3sccn3c2=O)c1	-6	·
CCOC(=O)c1cc(=O)cc(C(=O)OCC)o1	5	4
CCc1nnc(NC(=O)CSc2nnc(Cc3ccccc3)n2-c2ccc(OC)cc2)s1	11	44
Cc1cc(NC(=O)CSc2ccc(Cl)cc2)no1	14	2
CCN(CC)C(=O)C1CCCN(C(=O)Nc2ccc3nsnc3c2)C1 (stereo unspecified)	·	6
CCOC(=O)C(=O)c1csc(NC(=O)COc2ccc(N(C)S(=O)(=O)c3ccc(F)cc3)cc2)n1	·	-5
O=C(CCCn1c(=S)[nH]c2ccccc2c1=O)N1CCOCC1	-3	8
CC(=O)/C(=N\Nc1ccc(C)cc1)N1CCOCC1	·	0
CCC1(C)N([O-])C(C)=C(c2ccccc2)[N+]1=O (stereo unspecified)	·	5
Cc1cc(C)nc(-n2nc(C)cc2NC(=O)CNCc2ccccc2)n1	·	6
CCOCCCNC(=O)CCS(=O)(=O)Cc1ccc(C)cc1	-21	-7
COc1ccc2nc3oc(C(=O)NC4CCN(Cc5ccccc5)CC4)cc3cc2c1	-10	35
CCCC(=O)c1ccc(N2CCN(S(=O)(=O)c3ccc(C)cc3)CC2)c(F)c1	12	3
COc1cccc(CN2CCN(C(=O)CC(C)C)CC2)c1	-4	-5
O=C(O)c1ccc(Br)c(S(=O)(=O)N2CCCC2)c1	-12	-12
CCOc1cc(C2C(C(=O)N3CCCCC3)=C(C)NC3=C2C(=O)CC(C)(C)C3)ccc1O (stereo unspecified)	7	-6
C=C1[C@@H](OC(C)=O)[C@]23C[C@@H]1[C@@H](OC(C)=O)CC2[C@]12C4C[C@H]3[C@H]1N(CC)C[C@]4(C)CC[C@@H]2O (stereo partly specified)	·	-14

Compound profiles, as listed above:
CCOc1cc(C2C(C(=O)N3CCCCC3)=C(C)NC3=C2C(=O)CC(C)(C)C3)ccc1O (stereo unspecified) in the list: RT RNaseH block = 7; RmlCD inh mix = -6
COc1cccc(CN2CCN(C(=O)CC(C)C)CC2)c1 in the list: RT RNaseH block = -4; RmlCD inh mix = -5
Cc1cc(C)nc(-n2nc(C)cc2NC(=O)CNCc2ccccc2)n1 in the list: RT RNaseH block = ·; RmlCD inh mix = 6

(further entries)
SMILES	RT RNaseH block	RmlCD inh mix
COc1ccc(C2=CC3=C(Br)C(=O)C(C)(OC(=O)c4ccco4)C(=O)C3=CO2)cc1 (stereo unspecified)	·	-6
COc1ccc(OCCCN2CCCC(C)C2)cc1 (stereo unspecified)	-7	3
COc1cc(CN2CCN(c3cccc(C)c3C)CC2)cc(OC)c1O	5	13
CC1(C)Cc2ccccc2C(N)=C1C#N	-69	-7
Cc1cc(C)c2c(-n3cccc3)nn(CC#N)c2n1	·	1
Cc1ccccc1C(=O)Nc1ccccc1	-4	-15
CCOc1ccccc1C(=O)Nn1c(C2CCC2)nc2ccccc2c1=O	-1	13
FC(F)(F)c1cnc(N2CCC(=NOCc3ccc(Cl)cc3)CC2)c(Cl)c1	·	9
O=C(N[C@@H](c1ccccc1)[C@@H]1C[C@H]1C(=O)NCc1ccccn1)OCc1ccccc1	·	6
COCCNC(=O)c1onc(CCl)c1C(=O)OC	·	6
Cc1cccc(NC(=O)COc2ccc(Br)cc2)n1	-18	-9
COc1cc(/C=C(/C#N)c2nc3ccccc3[nH]2)ccc1OCC(=O)Nc1ccccc1C	·	5
COc1ccccc1NC(=O)C(NC(=O)OC(C)(C)C)C(C)OCc1ccccc1 (stereo unspecified)	·	5
COc1ccc(Cl)c(NCCC(=O)O)c1	-2	8
O=C(CNCCO)N1CCc2ccccc21	·	-7
